# High-throughput results (PubChem BioAssay)
# SR-BI uptake up: activators of SR-BI mediated HDL lipid uptake; hit rate 0.096% among 320,000; AID 504775; activation, % at 12.5 µM; CHO ldlA[mSR-BI] cells, DiI-HDL uptake fluorescence, 3 h; 100 = double the neutral-control signal;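 active means mean replicate activation of at least 60% and every replicate at or above 60%; inconclusive means mean or all-replicate condition met, but not both; inactive means mean below 60% and not all replicates reaching 60%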;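 further: 0% = median plate neutral-control signal and 100% = twice that signal; values of inactives mirror those of a sister screen read the other way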
#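 system = CHO ldlA[mSR-BI] cells, LDL receptor-null, SR-BI overexpressing | medium = Ham's F12 with 0.5% BSA, HEPES 25 mM, pH 7.4 | probe or stimulus = DiI-HDL 10 µg/mL | compound dosing = single-point compound dose | incubation = compound exposure 3 h, 37 °C | technique = DiI fluorescence, bottom read | read-out = cell-associated DiI fluorescence as measure of HDL uptake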
# SR-BI DiI inh: inhibitors of mouse SR-BI mediated HDL lipid uptake. AID 488896. inhibition, % at 12.5 µM. hit rate 0.96% among 320,000. Q61009. ldlA[mSR-BI] CHO cells, DiI-HDL uptake fluorescence, 3 h;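 active means mean replicate inhibition of at least 70% and a set share of replicates each scoring 70 or more; inconclusive means meets just one of the two criteria; inactive means fails both criteria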;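 further: 0% = median of neutral control wells and 100% = median of positive control wells; values of inactives mirror those of a sister screen read the other way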
# dFosB activator: enhances mouse delta FosB homodimer DNA binding. hit rate 0.99% among 340,000. purified delta FosB, TAMRA-CDK5 oligo fluorescence polarization; percent of positive-control signal above neutral wells. activation, % at 25 µM. P13346;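 active means mean activation above about 17%, with every replicate also reaching it, limit read from the data, passing the limit was not always enough; inconclusive means only one of the two conditions met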;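 further: fluorescence polarization rise as delta FosB binds a TAMRA Cdk5 AP-1 oligo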
# HTR5A ag ctr: counter-screen for OPRM1-OPRD1 agonists: human HTR5A agonism | P47898 | HTR5A agonist assay, luminescence, cell-based | activation, % at 9.3 µM | hit rate 0.61% among 340,000; in the data active means activation mostly above about 9.5%, no sharp cut-off; inactive means mostly below about 7.6%;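 further: 0% = cells with vehicle only and 100% = reference agonist; strong numbers were not always called active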
# CDK5 p35 inh: inhibitors of human CDK5/p35 kinase; hit rate 0.01% among 330,000; Recombinant CDK5/p35, ADP-Glo luminescence, 60 min; Q00535+Q15078; inhibition, % at 10 µM;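 active means highest replicate inhibition of at least 50% and at least 75% of replicates reaching 50%; inconclusive means only one of the two criteria met; inactive means both criteria failed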;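 further: plate controls were DMSO neutral control for no effect and GW8510 at 10 µM for full effect; many of its hits are not listed in these tables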
# RTF Ca sens act: increases calcium sensitivity of human cardiac regulated thin filaments | P19429+P45379 | IANBD-labeled TnC RTF fluorescence at EC20 calcium; 0% EC20 calcium, 100% full calcium | activation, % at 7.2 µM | hit rate 0.24% among 340,000 | AID 493008;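 active means activation above the mean over all tested compounds plus 3 SD, cut at about 30% in these data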;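 further: rise in fluorescence read as greater calcium sensitivity of cardiac thin filaments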
# Rtt109 HAT inh: inhibitors of Candida albicans Rtt109/Vps75 histone acetyltransferase. purified Rtt109/Vps75, ThioGlo CoA-SH fluorescence, 4 h. inhibition, % at 34.9 µM. hit rate 0.16% among 330,000. AID 540336;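 active means inhibition of at least 50% in every replicate; inconclusive means best replicate reaches 50% inhibition but some replicates fall short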
# PvdQ inh: P. aeruginosa PvdQ acylase inhibition | purified PvdQ acylase, fluorescence plate reader | hit rate 0.063% among 340,000 | inhibition, % at 10 µM; in the data active means inhibition above about 30%, passing the limit was not always enough; inconclusive means no clear call, values can overlap the other calls;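 further: 0% = vehicle neutral wells and 100% = reference inhibitor wells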
# MITF act: increases MITF-driven TRPM1 promoter luciferase signal | SK-MEL-5 TRPM1-promoter luciferase, 24 h; % of positive control, neutral wells = 0 | activation, % at 12.5 µM | hit rate 0.75% among 300,000 | AID 588334;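 active means mean activation of at least 80% with every replicate also reaching 80%; inconclusive means mean reaches 80% but some replicate falls short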;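 further: 0% = neutral control wells and 100% = parthenolide positive control wells; values of inactives mirror those of a sister screen read the other way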
# Wnt act: activators of Wnt/beta-catenin signaling; Wnt/beta-catenin reporter cell assay, activator, plate reader; activation, % at 9.35 µM; hit rate 1.2% among 300,000; in the data active means activation above about 30%, passing the limit was not always enough; inconclusive means no clear call, values can overlap the other calls;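 further: 0% = neutral control wells and 100% = positive control wells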
# Numbers without * were called inactive; ? = inconclusive; . = no result given.
mol	SR-BI uptake up	SR-BI DiI inh	dFosB activator	HTR5A ag ctr	CDK5 p35 inh	RTF Ca sens act	Rtt109 HAT inh	PvdQ inh	MITF act	Wnt act
COC(=O)c1cn(Cc2ccccn2)c(=O)c2ccccc12	-1	1	-7	2	-1.5	10	5	-15	-6	-1
CCC(C)(C)NC(=O)c1cc(C(=O)OC)cc([N+](=O)[O-])c1	-23	23	7	1	2.8	-3	0	16	.	-3
CN(c1ccccc1C(=O)Nc1cccnc1)S(C)(=O)=O	3	-3	-2	0	3.8	-5	-8	2	6	.
Cc1ccc(C(=O)N/N=C/C=C/c2ccccc2)cc1	-13	13	-2	1	1.8	-1	-4	-7	20	.
O=C(Nc1ccccc1)c1ccc(S(=O)(=O)NCc2ccco2)cc1	-1	1	4	-1	0.3	-3	-5	-3	12	0
CCc1ccc(-c2nc(CS(=O)CC(=O)NCCCN3CCOCC3)c(C)o2)cc1 (stereo not drawn)	12	-12	-7	2	0.1	-8	6	-7	-4	1
Cc1cc(C)n2nc(SC(C)C(=O)Nc3ccccc3F)nc2n1 (stereo not drawn)	-5	5	3	0	0.0	5	0	-7	12	0
CC1CCCCN1Cc1c(O)ccc2c(=O)c(-c3ccc(Cl)cc3)coc12 (stereo not drawn)	-21	21	-6	-1	-0.4	-2	14	-3	44	2
CCc1ccc(OCC(=O)NC(NC(=S)Nc2ccccc2OC)C(Cl)(Cl)Cl)cc1 (stereo not drawn)	-58	58	12	-1	-1.6	6	1	-11	4	-2
COc1cc2[nH]c(=S)n(Cc3ccc(C)o3)c(=O)c2cc1OC	-37	37	16	-1	2.5	0	1	-12	.	.
Cc1ccc(C)c(N2CCN(C(=O)c3cc4sccc4n3C)CC2)c1	-38	38	-5	3	-1.9	5	-1	-10	-7	.
CCN(CC)S(=O)(=O)c1ccc2oc(C(=O)NC3CC3)c(C)c2c1	-48	48	-4	4	-1.2	-7	-4	-7	1	1
CC(C)C(OC(=O)c1nsc(Cl)c1Cl)C(=O)NCc1ccccc1 (stereo not drawn)	27	-27	-12	-1	1.1	-2	5	-14	1	3
O=C(Nc1ccc(C(=O)O)cc1)/C(=C\c1ccc2c(c1)OCO2)NC(=O)c1ccc(Br)cc1	0	0	-4	-11	-0.2	4	17	16	-1	-3
CCNC(=O)COC(=O)CNC(=O)c1cc(Cl)cc([N+](=O)[O-])c1	43	-43	6	1	-0.3	-1	-14	-7	-2	-4
Cc1cc([N+](=O)[O-])ccc1-c1ccc(/C=N/NC(=O)c2ccc(Br)o2)o1	-31	31	-10	-3	1.5	16	8	-6	-2	1
CC(C)CC(=O)NCCCN1CCN(CCCNC(=O)CC(C)C)CC1	-18	18	-3	0	1.9	-6	7	8	.	.
COc1ccc(/C=C/C(=O)Nc2cccnc2)cc1OC	-26	26	2	-2	3.6	3	9	8	37	4
CCN1CCN(C(=O)c2cc(COc3ccc(C(C)=O)cc3OC)on2)CC1	-2	2	-8	7	0.3	0	-2	-18	75	38*
O=C(COC(=O)c1cc2ccccc2cc1O)NC1CCCCC1	4	-4	-2	10	0.7	0	1	-15	.	3

# Only RTF Ca sens act, Wnt act and dFosB activator (2 entries from above):
Compound	RTF Ca sens act	Wnt act	dFosB activator
CCN(CC)S(=O)(=O)c1ccc2oc(C(=O)NC3CC3)c(C)c2c1	-7	1	-4
CC(C)C(OC(=O)c1nsc(Cl)c1Cl)C(=O)NCc1ccccc1 (stereo not drawn)	-2	3	-12

# (listing goes on)
mol	SR-BI uptake up	SR-BI DiI inh	dFosB activator	HTR5A ag ctr	CDK5 p35 inh	RTF Ca sens act	Rtt109 HAT inh	PvdQ inh	MITF act	Wnt act
O=c1cc(-c2ccccc2)nc(SCc2ccccc2)[nH]1	16	-16	?	3	0.8	5	-16	-8	-9	.
O=C(NCCCN1CCOCC1)c1cc(Cl)ccc1OCc1ccccc1	-33	33	-8	0	-3.2	-5	-2	-24	6	-4
O=[N+]([O-])c1ccc(S(=O)(=O)NN=Cc2ccc3c(c2)OCO3)cc1	-4	4	-2	7	0.9	0	-5	8	2	-2
Cc1cccc(NC(=S)N(Cc2ccc(Cl)cc2)Cc2ccc(C(=O)O)cc2)c1	8	-8	2	-1	1.4	-4	21	6	8	-1
Cc1ccccc1CSc1nnc(-c2ccccn2)n1N	6	-6	-4	1	2.7	1	-2	5	59	25
CCc1ccc2oc(-c3ccc(OC)cc3)cc(=Nc3c(C)n(C)n(-c4ccccc4)c3=O)c2c1	-60	60	-30	4	-0.2	9	-3	-8	77	8
COc1ccc(Cn2c(CCC(=O)Nc3ccccc3OC)nc3cccnc32)cc1	22	-22	-8	5	0.7	-4	0	-7	5	-1
CC(=O)Nc1ccc(NC(=O)CCCSc2nc3ccccc3[nH]2)cc1	6	-6	-1	4	0.4	-3	-9	-2	6	1
Fc1ccc(Cn2ccc(-c3cnc(-c4ccccc4)s3)n2)cc1	-4	4	-9	8	-0.8	0	-5	-20	39	.
Cc1cccc(OCc2nc(C)cc(=O)[nH]2)c1	7	-7	1	10	1.7	-2	-13	-8	6	.

# 9 entries out of the list, arranged by number of heavy atoms, smallest number first.
mol	SR-BI uptake up	SR-BI DiI inh	dFosB activator	HTR5A ag ctr	CDK5 p35 inh	RTF Ca sens act	Rtt109 HAT inh	PvdQ inh	MITF act	Wnt act
Cc1cccc(OCc2nc(C)cc(=O)[nH]2)c1	7	-7	1	10	1.7	-2	-13	-8	6	.
COc1ccc(/C=C/C(=O)Nc2cccnc2)cc1OC	-26	26	2	-2	3.6	3	9	8	37	4
Fc1ccc(Cn2ccc(-c3cnc(-c4ccccc4)s3)n2)cc1	-4	4	-9	8	-0.8	0	-5	-20	39	.
CC(=O)Nc1ccc(NC(=O)CCCSc2nc3ccccc3[nH]2)cc1	6	-6	-1	4	0.4	-3	-9	-2	6	1
O=C(NCCCN1CCOCC1)c1cc(Cl)ccc1OCc1ccccc1	-33	33	-8	0	-3.2	-5	-2	-24	6	-4
CCN1CCN(C(=O)c2cc(COc3ccc(C(C)=O)cc3OC)on2)CC1	-2	2	-8	7	0.3	0	-2	-18	75	38*
Cc1cccc(NC(=S)N(Cc2ccc(Cl)cc2)Cc2ccc(C(=O)O)cc2)c1	8	-8	2	-1	1.4	-4	21	6	8	-1
COc1ccc(Cn2c(CCC(=O)Nc3ccccc3OC)nc3cccnc32)cc1	22	-22	-8	5	0.7	-4	0	-7	5	-1
CCc1ccc2oc(-c3ccc(OC)cc3)cc(=Nc3c(C)n(C)n(-c4ccccc4)c3=O)c2c1	-60	60	-30	4	-0.2	9	-3	-8	77	8

# Next structures.
mol	SR-BI uptake up	SR-BI DiI inh	dFosB activator	HTR5A ag ctr	CDK5 p35 inh	RTF Ca sens act	Rtt109 HAT inh	PvdQ inh	MITF act	Wnt act
CCOCc1nnc(NC(=O)CCC2CCCCC2)s1	14	-14	-3	1	-0.9	1	44	0	2	1
CCCCNC(=S)NNC(=O)c1ccncc1	52	-52	5	0	0.0	6	6	3	-13	1
C[C@H](CO)NC(=O)[C@H](C)[C@@H]1C[C@@]1(C)[C@@H](NC(=O)OCc1ccccc1)c1ccccc1	1	15	6	0	1.4	-5	1	-4	-2	-1
CN(CC(O)Cn1cnc2c1c(=O)n(C)c(=O)n2C)c1ccccc1 (stereo not drawn)	1	-1	-10	-3	1.2	-4	8	-7	9	-1
COC(=O)c1cccc2c(C(=O)O)cc(-c3ccccc3)nc12	6	-6	-6	-1	0.7	-1	-7	-16	6	1
COc1ccc(C(=O)Nc2ccc(C(=O)OCC(=O)c3ccccc3)cc2)cc1	-45	45	8	1	-0.5	-13	14	6	3	.
CC(=O)c1c(C)[nH]c(C(=O)COC(=O)COc2ccccc2F)c1C	-19	19	-2	-2	-2.4	-1	0	-6	-1	-1
COc1cc(CNc2ccc(C)c(C)c2)cc(OC)c1OC	-7	52	-7	-3	-0.4	-1	9	13	-37	13
CC(=O)c1nc2ccccc2n1S(=O)(=O)c1ccc(Cl)cc1	14	-14	3	3	0.1	-8	-9	2	2	0
O=C(CSC1=NS(=O)(=O)c2ccccc2N1)Nc1ccccc1F	2	-2	1	1	-0.6	-7	12	5	9	-1
C/C(=N\NC(=O)c1cc(O)cc(O)c1)c1ccc(NC(=O)Cc2ccccc2)cc1	-22	22	-14	0	-3.3	-8	0	-16	56	11
OCC[C@@H]1C[C@@H](O)[C@H](O)[C@@]2(Cc3ccccc3CCO2)O1	5	-5	-3	-6	0.1	-4	-5	-14	-9	-1
CCN(CC(=O)N1CCN(Cc2ccccc2)CC1)S(=O)(=O)c1ccccc1	-22	22	-6	2	0.8	-4	2	-17	-3	-2
CCOC(=O)N1CCN(C(=O)CN(c2ccc(C)cc2)S(=O)(=O)c2c(C)noc2C)CC1	9	-9	-8	-2	-1.2	10	-23	-9	.	-2
O=C(NCCN1CCCCC1)Nc1ccc(F)cc1	4	-4	2	-1	2.0	-4	-8	-9	.	0
CCN(CC)CCN1C(=O)C(O)=C(C(=O)c2cc3cccc(OC)c3o2)C1c1ccc(F)cc1 (stereo not drawn)	20	-20	-12	4	0.3	3	8	-11	.	6
Nc1oc2ccccc2c1C(=O)Cc1ccccc1O[C@@H]1O[C@H](CO)[C@@H](O)[C@H](O)[C@H]1O	8	-8	-2	-1	-0.2	5	-5	-10	-8	-1
CC(=O)C1=C(O)C(=O)OC1c1ccc(C)cc1 (stereo not drawn)	22	-4	4	2	0.5	-5	1	-9	-8	-1
Cc1ccc(NC(=O)CSc2nnc(CNC(=O)c3ccco3)n2C)cc1	.	.	-3	5	-0.9	1	3	-14	-4	0
CCOC(=O)c1nc(S(C)(=O)=O)ncc1N1CCOCC1	49	-49	1	8	-1.4	3	3	-6	-9	.
O=C(CNC(=O)c1ccccc1)OCC(=O)c1cccs1	12	-12	-3	0	-1.8	-6	-5	-12	9	3
Cc1ccc(Cn2c(C(C)Nc3nc(-c4ccc(F)cc4)cs3)nc3cc(C(F)(F)F)ccc32)cc1 (stereo not drawn)	0	0	-3	4	0.0	-4	-2	-1	2	-14
CCOC(=O)C1CCCN(C(=O)CCc2nnc(-c3ccc(C(C)=O)s3)o2)C1 (stereo not drawn)	-2	2	-17	2	-2.4	-2	9	-18	68	41*
COc1ccc(C(=O)NCCc2nnc3ccc(SCC(=O)NCc4ccccc4)nn23)cc1	7	-7	-14	1	-0.4	0	1	4	-2	1
COc1cc(C)c(C(C)C)cc1S(=O)(=O)N1CCOCC1	0	0	1	0	0.7	-1	-19	-15	-7	.
